From PubChem BioAssay
HDAC3 inhib = HDAC3 deacetylase inhibitors, primary screen, biochemical, fluorescence, cell-free homogeneous; recombinant HDAC3, fluorogenic peptide/trypsin coupled; inhibition, % at 8.3 µM; actives 0.15% (n = 320,000); AID 2718, 2010; in the data active = inhibition above about 26%, passing the limit was not always enough; inconclusive = no clear call, values can overlap the other calls
Target sequence (O15379 whole entry, looked up): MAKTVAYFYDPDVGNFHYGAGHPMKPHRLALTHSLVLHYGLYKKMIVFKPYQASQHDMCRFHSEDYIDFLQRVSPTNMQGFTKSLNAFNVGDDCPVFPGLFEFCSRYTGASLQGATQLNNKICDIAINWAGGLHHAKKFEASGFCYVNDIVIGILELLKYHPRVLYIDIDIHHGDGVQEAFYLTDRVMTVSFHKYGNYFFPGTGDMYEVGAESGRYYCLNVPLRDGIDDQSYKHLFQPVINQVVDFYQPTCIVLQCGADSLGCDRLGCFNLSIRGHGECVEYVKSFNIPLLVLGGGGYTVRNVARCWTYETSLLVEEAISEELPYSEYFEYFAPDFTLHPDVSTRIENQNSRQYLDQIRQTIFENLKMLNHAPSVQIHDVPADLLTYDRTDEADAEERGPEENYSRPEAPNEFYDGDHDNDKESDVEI
GSK3beta inhib = human GSK3beta kinase inhibitors, primary screen, biochemical, cell-free homogeneous, HTS. activity score (negative = inhibition), % at 10 µM. actives 0.038% (n = 300,000). Glycogen synthase kinase-3 beta (Homo sapiens), P49841. GST-GSK3beta kinase, ADP-Glo luminescence, 60 min; active compounds read low. AID 2097, 2009;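 active = more than half of replicate wells score below -50%, meaning over 50% inhibition versus plate controls; inconclusive = some replicates but at most half score below -50%; inactive = no replicate scores below -50%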;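 note: 0% = median DMSO wells and -100% = median GW8510 positive control wells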
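Assay system: GST-tagged human GSK3beta kinase, cell-free; Input: 1.6 ng GSK3beta; Medium: Tris/MgCl2 kinase buffer; Timing: 60 min enzyme reaction, room temperature; Signal: ADP-Glo luminescence quantifying ADP generated by kinase; Evaluation: score relative to plate controls; Benchmarks: DMSO neutral wells and GW8510 at 20 µM as positive.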
Dyrk1A ADPGlo = rat Dyrk1A kinase inhibitors, primary screen, biochemical, single point, plate reader; inhibition, % at 12.5 µM; actives 0.43% (n = 310,000); Dual specificity tyrosine-phosphorylation-regulated kinase 1A (Rattus norvegicus), Q63470; ADP-Glo luminescence, NFATc1 peptide; in the data active = inhibition above about 50%;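 note: plate controls were vehicle with enzyme for no effect and no enzyme for full effect; many of its hits are not listed in these tables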
GSK3A inh = blockers of GSK3A enzyme activity – biochemical, luminescence, cell-free homogeneous, HTS, primary screen. inhibition, % at 10 µM. Glycogen synthase kinase-3 alpha (Homo sapiens), P49840. actives 0.1% (n = 320,000). GSK-3 alpha kinase, ADP-Glo luminescence, 60 min;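 in the data active = inhibition above about 50%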;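 note: GST-tagged GSK-3 alpha with peptide substrate and 25 µM ATP; 0% = DMSO neutral wells and 100% = GW8510 positive control wells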
Target sequence (P49840 whole entry, looked up): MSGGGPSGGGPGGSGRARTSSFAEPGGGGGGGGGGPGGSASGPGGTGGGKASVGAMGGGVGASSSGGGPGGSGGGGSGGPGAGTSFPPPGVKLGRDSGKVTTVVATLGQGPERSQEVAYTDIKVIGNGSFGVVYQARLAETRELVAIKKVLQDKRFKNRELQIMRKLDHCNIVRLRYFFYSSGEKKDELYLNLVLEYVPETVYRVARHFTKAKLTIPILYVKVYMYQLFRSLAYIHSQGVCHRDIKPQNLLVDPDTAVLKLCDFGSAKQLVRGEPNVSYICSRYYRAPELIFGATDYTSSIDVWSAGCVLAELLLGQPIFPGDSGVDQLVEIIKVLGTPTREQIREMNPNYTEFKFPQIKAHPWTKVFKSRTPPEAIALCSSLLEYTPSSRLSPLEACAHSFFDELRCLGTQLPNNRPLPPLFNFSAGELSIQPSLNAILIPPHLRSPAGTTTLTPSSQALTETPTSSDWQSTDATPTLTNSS
HSF-1 act = HSF-1 activators, primary screen, NIH3T3-HGL cells, MG132 stress, luminescence, single point. NIH3T3-HGL HSF-1 luciferase reporter, 8 h; 100% = twice DMSO control signal. activation, % at 9 µM. actives 1.7% (n = 300,000);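 active = mean replicate activation of at least 50% with a set share of replicates each reaching 50%; inconclusive = only one of those two conditions met; inactive = mean below 50% and too few replicates reaching it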;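 note: 0% = median of the neutral control wells and 100% = twice that signal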
HSP90 inh = HSP90 inhibitors, primary screen, cell lysate, luminescence; actives 0.91% (n = 290,000); inhibition, % at 5.6 µM; AID 1789, 2009; Heat shock protein HSP 90 (rabbit reticulocyte lysate; luciferase refolding); Rabbit reticulocyte lysate, luciferase refolding luminescence, 3 h;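 active = inhibition above the screen-wide mean plus 3 SD, computed separately per campaign, cut at about 16% in these data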;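 note: 0% = DMSO wells and 100% = 60 µM geldanamycin wells; inhibitors lower the luminescence because luciferase stays unfolded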
Platelet DG rel = inhibitors of platelet dense granule secretion, primary screen, cell-based, MLPCN, human platelets; human platelet-rich plasma, SFLLRN dense granule ATP release, luminescence; actives 0.22% (n = 300,000); inhibition, %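 (compounds screened at 7.5 µM in platelet-rich plasma)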; AID 1663, 2009;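 active = mean replicate score, as percent of positive control, at or above 50; inconclusive = mean below 50 but at least one replicate at or above 50; inactive = mean and every replicate below 50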
AI-2 QS modul = Vibrio harveyi AI-2 quorum sensing modulators, primary screen, JMH597 strain, luminescence/OD600 ratio. Vibrio harveyi JMH597 AI-2 luminescence/OD600 ratio, 9 h; active compounds read low; strain lacks LuxN and CqsS sensors; 0 = neutral-control median. activity change, % at 7.5 µM. actives 0.4% (n = 300,000); in the data active = activity change below about -75%, passing the limit was not always enough; inconclusive = no clear call, values can overlap the other calls;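 note: luminescence divided by OD600 gain over 9 h not by final OD600 alone; inactives centre near 13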
PolyA inh = polyadenylation inhibitors in yeast reporter cells, primary screen, luminescence, S. cerevisiae; calls only at 12 µM; actives 0.02% (n = 300,000); S. cerevisiae SKY197-pL101 polyadenylation reporter, beta-gal luminescence; efflux-impaired pdr1/pdr3 knockout yeast; score 100 = 6 SD above DMSO;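 active = lowest replicate activity score at least 50, where 100 means six control SD above control mean; inconclusive = lowest score under 50 but half or more replicates reach 50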;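 note: yeast exposed to compound for 9 h at 30 °C; higher score means more reporter readthrough which indicates perturbed polyadenylation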
HSF1 inhib = HSF1 inhibitors in luciferase reporter cells, primary screen, cell-based, NIH3T3, luminescence; AID 2098, 2009; activity change, negative = inhibition, % at 7.5 µM (by protocol); NIH3T3-HGL HSE-luciferase, MG132-induced, luminescence 8 h; active compounds read low; actives 0.77% (n = 300,000);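 active = more than half of replicate wells show activity change below -50%, luminescence cut by over half; inconclusive = some wells, but at most half, below -50%; inactive = no replicate well below -50%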;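 note: luciferase reports HSF-1 transcriptional activity via heat shock element; 0% = median of DMSO wells and -100% = zero luminescence signal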
Numbers without * were called inactive; i = inactive; ? = inconclusive; . = not tested or not shown.

cpd	Molecule	HDAC3 inhib	GSK3beta inhib	Dyrk1A ADPGlo	GSK3A inh	HSF-1 act
1	CCC(C(=O)NC1CCCC1)N(Cc1ccccc1Cl)C(=O)c1snc(C(N)=O)c1N (centres undefined)	0	2	-4	-1	8
2	O=S(=O)(NCCCc1ccccc1)c1ccc(Br)cc1	0	2	6	-5	12
3	COc1cccc(CN(Cc2ccco2)S(=O)(=O)c2ccc(S(=O)(=O)NCc3ccccc3)cc2)c1OC	7	-2	1	1	.
4	CCCSc1nc2c(=O)[nH][nH]c(=O)c2n1Cc1ccccc1	5	.	-5	-3	-31
5	CCCOc1ccc(N2C(=O)CC(N(CCc3ccc(OC)cc3)C(=O)/C=C/C(=O)O)C2=O)cc1 (centres undefined)	-1	0	-1	2	-3
6	Cc1ccc(CN2CC(C(=O)Nc3cccc(C)n3)CC2=O)cc1 (centres undefined)	4	0	5	-4	-6
7	COc1c(Cl)cc(Cl)cc1CNc1ccc(S(N)(=O)=O)cc1	4	1	1	2	-9
8	O=C(NC1CCCCC1)C(=S)NCCc1ccccc1	3	2	-11	0	26
9	CC1CCN(c2nc(-c3ccco3)c3c(c2C#N)CC(C)(C)OC3)CC1	8	2	1	-2	3
10	Cc1ccccc1OCC(=O)Nc1cc(S(=O)(=O)N2CCCCC2)ccc1N1CCN(C)CC1	3	-1	-1	0	13
11	CCC(OC(C)=O)c1cc2c(cc1[N+](=O)[O-])OCCO2 (centres undefined)	3	0	-50	1	-1
12	CC1=C(C(=O)OC2CCCC2)C(c2ccc(C)o2)C2=C(CC(c3cccs3)CC2=O)N1 (centres undefined)	1	4	-5	-3	20
13	CCOc1cc(/C=C2\SC(N)=NC2=O)ccc1O	3	-18	47	32	5
14	CC(C)=CC(=O)Nc1nnc(-c2cccnc2)s1	4	15	-1	0	-7
15	CC(=O)N(c1ccc(N(C(C)=O)S(=O)(=O)c2ccccc2)cc1)S(=O)(=O)c1ccccc1	2	-4	1	-1	0

cpd	HSP90 inh	Platelet DG rel	AI-2 QS modul	PolyA inh	HSF1 inhib
1	2	0	16	i	5
2	.	8	-25	i	1
3	0	-4	13	i	.
4	-1	-5	.	i	-11
5	-1	-4	18	i	1
6	.	-9	19	i	-7
7	-2	0	-2	i	-15
8	0	3	19	i	15
9	-3	-16	44	i	1
10	2	-1	10	i	-3
11	1	-1	7	i	-3
12	0	8	14	i	4
13	5	1	-2	i	-1
14	-2	2	19	i	-1
15	-5	9	17	i	-6

Later entries.
cpd	Molecule	HDAC3 inhib	GSK3beta inhib	Dyrk1A ADPGlo	GSK3A inh	HSF-1 act
16	O=C(C1CCN(S(=O)(=O)c2ccc(Cl)cc2)CC1)N1CCC1	-2	-1	-2	0	1
17	Cc1ccccc1CNC(=O)CCCC(=O)n1nc(C)c2ccccc21	-4	8	-1	0	-16
18	CCc1ccc(C(C(=O)NCc2ccccc2)N(C(=O)c2csnn2)C2CC2)cc1 (centres undefined)	1	-1	-6	-1	6
19	COc1ccc(-c2c(C)n([O-])c3c([n+]2=O)CCCCC3)cc1	0	2	-1	-1	-14
20	CCCN(CCC)S(=O)(=O)c1cc(Br)cc2c1N(C(=O)CC)CC2	-5	-1	1	0	11
21	Oc1c(C(c2ccco2)N2CCN(C(c3ccccc3)c3ccccc3)CC2)sc2ncnn12 (centres undefined)	10	-1	-4	1	2
22	CCN(CC)CCN1C(=O)C(O)=C(C(C)=O)C1c1ccccc1[N+](=O)[O-] (centres undefined)	-5	1	.	-2	15
23	CCn1c(SCC(=O)NC2CC2)nnc1-c1ccccc1OC	-2	1	-8	3	-27
24	CCOC(=O)c1ccc(NC(=O)CSc2nnc(COc3ccccc3OC)n2C)cc1	-3	4	6	1	2
25	O=C(Nc1ccc(-c2nc3cccnc3s2)cc1)C1CCCO1 (centres undefined)	-86	-1	16	17	-66
26	CC1=C(C(=O)Nc2ccccc2C(=O)NCCCOC(C)C)SCCO1	-7	-4	11	6	-7
27	C[C@@H](NC(=O)c1cc2c([nH]c3ccccc32)c(-c2ccccc2)n1)C(=O)O	-25	3	1	0	44
28	c1ccc(-c2noc(C3CCCCC3)n2)nc1	1	1	-1	-2	30
29	Cc1ccc(C(=O)Nc2cc([N+](=O)[O-])ccc2C)cc1	1	-2	-2	-1	38
30	C=CCN1C(=O)/C(=C/C(=O)OC)S/C1=N\NC(=O)c1ccccc1	-9	-1	.	-2	-2

cpd	HSP90 inh	Platelet DG rel	AI-2 QS modul	PolyA inh	HSF1 inhib
16	.	-2	15	i	-2
17	-1	-5	22	i	-3
18	-1	-6	7	i	3
19	0	4	18	i	0
20	.	-1	12	i	-2
21	2	-2	18	i	14
22	9	9	23	i	-7
23	-4	2	4	i	-12
24	-1	7	16	i	0
25	60*	98*	24	i	-59*
26	0	-4	16	i	5
27	-4	-6	15	i	7
28	4	16	3	i	5
29	-1	-1	-9	i	16
30	1	-25	-24	i	-2

Carrying on:
cpd	Molecule	HDAC3 inhib	GSK3beta inhib	Dyrk1A ADPGlo	GSK3A inh	HSF-1 act
31	Cc1cc(C)c(C#N)c(SCc2c(F)cccc2[N+](=O)[O-])n1	4	5	-2	2	15
32	COc1cc(NC(=O)C2CCC(=O)N2S(=O)(=O)c2ccc(C)cc2)cc(OC)c1 (centres undefined)	4	1	3	-1	-14
33	C/C(=N\NC(=O)c1ccn(C)n1)c1ccc(NC(=O)c2cccc(F)c2)cc1	8	1	-4	-1	47
34	COc1cc(/C=C/C(=O)O)cc(S(=O)(=O)Nc2ccccc2Cl)c1OC	-1	1	-4	-3	-17
35	O=C(CC(C(=O)O)c1cccc(Br)c1)c1ccc(Cl)cc1 (centres undefined)	-1	3	.	-3	25
36	CCCc1nc(-c2ccccc2)c(-c2ccc(OC)c(OC)c2)c(=O)[nH]1	0	-2	2	-1	0
37	CCn1c(SC(C)C(=O)Nc2nnc(C)s2)nnc1-c1ccco1 (centres undefined)	2	.	1	-4	3
38	O=C(NCCCN=C1NS(=O)(=O)c2ccccc21)c1ccccc1Cl	3	0	3	1	0
39	COc1ccc(N2CCN(CC(O)COc3ccc(F)cc3)CC2)cc1 (centres undefined)	-5	-1	3	-1	-11
40	O=C(CNc1n[nH]c(=O)[nH]c1=O)N/N=C/c1ccccc1	5	1	.	1	-2
41	Cc1cccc(C)c1-n1c(C)cc(/C=N/NC(=O)c2ccncc2)c1C	3	-1	-5	1	-2
42	CCn1c(SCC(=O)Nc2nccs2)nnc1-c1ccccc1	-3	2	-6	3	2
43	CCOC(=O)C1CCN(CCC(=O)Nc2cc(C)ccc2C)CC1	0	1	4	-3	15
44	COc1ccccc1N1C(=S)N=C(Nc2c(C)cccc2C)C12CCCC2	-3	2	-1	-3	-24
45	COCCCN(C(=S)Nc1c(C)cc(C)cc1C)C(C)c1ccccn1 (centres undefined)	4	3	4	0	-8

cpd	HSP90 inh	Platelet DG rel	AI-2 QS modul	PolyA inh	HSF1 inhib
31	5	-5	33	i	-2
32	-1	-2	13	i	5
33	3	-6	14	i	29
34	-3	0	20	i	-7
35	-5	-1	28	i	-3
36	5	0	1	i	3
37	0	-5	.	i	-6
38	1	6	3	i	-1
39	5	-7	6	i	-14
40	0	5	6	i	2
41	2	1	13	i	-3
42	0	1	14	i	6
43	3	4	5	i	6
44	2	3	13	i	-5
45	-4	-2	3	.	-10

(next part)
cpd	Molecule	HDAC3 inhib	GSK3beta inhib	Dyrk1A ADPGlo	GSK3A inh	HSF-1 act
46	Cc1ccsc1C1NC(=O)c2c(sc3c2CCN(C)C3)N1 (centres undefined)	-31	-3	-4	3	0
47	CCn1c(NC(=O)c2nn(C)cc2Br)nc2ccccc21	4	2	-3	-2	6
48	CCC/C(C)=C/c1ccc(CC)cn1	0	0	-6	-6	0
49	[O-][n+]1c2ccccc2c2n1CCCN=C2c1ccc(Cl)cc1	3	-18	.	2	22
50	CCN(CC(=O)Nc1c(F)cccc1F)C(=O)CCC(=O)c1ccc(C)cc1	1	3	-2	0	13
51	Cc1c(NC(=S)NC(=O)c2ccccc2)c(=O)n(-c2ccccc2)n1C	-2	1	8	-2	13
52	COCC(=O)N1CCN(c2nc3ccccc3o2)CC1	-6	4	4	-2	3
53	CCOc1ccc(-c2[nH]ncc2Oc2ccccc2OCC)c(O)c1	?	7	6	-3	30
54	CC(C)n1c(N2CCN(CC(=O)Nc3ccc4c(c3)OCCO4)CC2)nc2ccccc21	-12	3	0	0	-11

cpd	HSP90 inh	Platelet DG rel	AI-2 QS modul	PolyA inh	HSF1 inhib
46	0	-55	-14	i	6
47	-3	-3	20	i	-2
48	-2	8	10	i	1
49	.	0	4	i	12
50	.	-2	9	i	3
51	.	-10	11	i	5
52	-1	10	19	i	0
53	-2	26	6	i	15
54	1	-1	9	i	-2

Only part of the results is shown; rates above refer to the full screens.
